mIAP inh = inhibitors of mouse IAP, primary screen, biochemical, luminescence, uHTS. purified mouse IAP, CDP-Star luminescence, 30 min. intestinal alkaline phosphatase [Mus musculus]. 0.2% of 330,000 active. inhibition, % at 10 µM;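 active = inhibition of at least 40% at 10 µM in the primary screen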;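 also: plate controls were DMSO with enzyme for no effect and no enzyme wells for full effect; values of inactives mirror those of a sister screen read the other way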
TIM10 inh = growth inhibitors of isogenic TIM10 control yeast, primary screen, counter-screen for tim10-1 yeast inhibitor project, luminescence, uHTS; S. cerevisiae TIM10 strain growth, BacTiter-Glo luminescence, 24 h; inhibition, % at 10 µM; 1.4% of 330,000 active; AID 463195, 2010;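 active = inhibition of 40% or more at the single tested concentration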;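 also: wild-type TIM10 isogenic control strain grown at permissive 25 °C; 0% = DMSO yeast wells and 100% = minimal medium wells without yeast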
hIAP activ = human IAP activators, primary screen, biochemical, luminescence, uHTS | purified human IAP, CDP-Star luminescence, 30 min; hits give high values; 1 = vehicle-only enzyme, 0 = enzyme-free background | Intestinal-type alkaline phosphatase (Homo sapiens), P09923 | 0.16% of 330,000 active | activation factor at 10 µM;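 active = activation factor of the enzyme at least 2-fold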; also: the source names both 10 and 20 µM as test concentration; values of inactives mirror those of a sister screen read the other way
Target sequence (P09923 whole entry, looked up): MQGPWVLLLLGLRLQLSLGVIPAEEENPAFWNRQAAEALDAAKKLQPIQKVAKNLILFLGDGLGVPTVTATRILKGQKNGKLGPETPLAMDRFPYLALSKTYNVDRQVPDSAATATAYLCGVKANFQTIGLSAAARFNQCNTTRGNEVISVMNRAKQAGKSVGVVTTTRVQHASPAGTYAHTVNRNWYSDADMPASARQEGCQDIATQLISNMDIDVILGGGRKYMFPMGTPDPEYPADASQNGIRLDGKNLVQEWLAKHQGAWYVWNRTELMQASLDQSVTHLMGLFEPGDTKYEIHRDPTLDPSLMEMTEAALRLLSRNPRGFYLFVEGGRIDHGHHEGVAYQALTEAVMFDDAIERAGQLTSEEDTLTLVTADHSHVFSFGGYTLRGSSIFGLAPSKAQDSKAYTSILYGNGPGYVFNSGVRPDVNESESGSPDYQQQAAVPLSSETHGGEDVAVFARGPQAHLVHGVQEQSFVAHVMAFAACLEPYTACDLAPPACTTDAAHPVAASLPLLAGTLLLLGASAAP
hIAP block = human IAP inhibitors, primary screen, biochemical, luminescence, uHTS | purified IAP, CDP-Star luminescence, 30 min | inhibition, % at 10 µM | Intestinal-type alkaline phosphatase (Homo sapiens), P09923 | AID 2544, 2010 | 0.12% of 330,000 active;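 active = inhibition reaching a set limit with compound at 10 µM in the primary screen, cut at about 35% in these data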;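 also: plate controls were DMSO wells with enzyme for no effect and no-enzyme buffer wells for full effect; values of inactives mirror those of a sister screen read the other way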
Apaf1 inhib = inhibitors of human Apaf-1 apoptosome, primary screen, biochemical, DEVD-Rh110 fluorescence, uHTS | 0.71% of 330,000 active | reconstituted apoptosome caspase-3 activity | inhibition, % at 20 µM; active = inhibition of at least 40% at 20 µM;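 also: plate controls were DMSO wells for no effect and DEVD-CHO caspase inhibitor wells for full effect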
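System: Apoptosome proteins | Medium: Hepes pH 7.5 with detergent and BSA | Also added: Cytochrome c trigger plus (Z-DEVD)2-Rh110 caspase-3 substrate | Incubation: 30 min compound preincubation, 50 min activation, room temperature | Detection: Rhodamine 110 fluorescence at Ex 480/Em 540 nm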
mIAP activ = activators of mouse IAP, primary screen, biochemical, luminescence, uHTS. intestinal alkaline phosphatase [Mus musculus]. muIAP, CDP-Star luminescence, 30 min; hits give high values; 1 = vehicle-only enzyme signal, 0 = enzyme-free wells. activation factor at 10 µM. 0.24% of 330,000 active. AID 2805, 2010;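 active = activation factor of at least 2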; also: the source names both 10 and 20 µM as test concentration; values of inactives mirror those of a sister screen read the other way
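System: Mouse IAP enzyme | Also added: CDP-Star substrate | Dosing: Compounds dispensed in DMSO | Schedule: 30 min enzyme-substrate-compound incubation at room temperature | Technique: Chemiluminescence readout | Control set: DMSO-only wells and no-enzyme negative control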
ATG4B inh = ATG4B protease inhibitors, primary screen, biochemical, fluorescence, uHTS; Cysteine protease ATG4B (Homo sapiens), Q9Y4P1; ATG4B cleavage of LC3-PLA2, NBD-HPC fluorescence, 1 h; inhibition, % at 8.33 µM; 0.51% of 340,000 active; in the data active = inhibition above about 40%
Target sequence (Q9Y4P1 whole entry, looked up): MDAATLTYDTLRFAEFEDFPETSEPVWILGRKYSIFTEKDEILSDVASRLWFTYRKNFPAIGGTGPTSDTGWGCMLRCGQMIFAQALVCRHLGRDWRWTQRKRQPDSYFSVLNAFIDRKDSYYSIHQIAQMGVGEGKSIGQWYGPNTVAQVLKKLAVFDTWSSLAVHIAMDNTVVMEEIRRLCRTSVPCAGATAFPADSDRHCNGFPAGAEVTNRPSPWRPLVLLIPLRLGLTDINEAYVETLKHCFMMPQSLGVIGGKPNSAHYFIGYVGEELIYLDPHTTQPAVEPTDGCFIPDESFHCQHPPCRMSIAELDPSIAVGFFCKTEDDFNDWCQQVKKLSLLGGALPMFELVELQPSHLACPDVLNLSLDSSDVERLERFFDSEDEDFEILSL
tim10-1 inh = growth inhibitors of tim10-1 mutant yeast, primary screen, luminescence, uHTS. 2.2% of 330,000 active. S. cerevisiae tim10-1 ts strain growth, BacTiter-Glo, 24 h. inhibition, % at 20 µM;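 active = inhibition of at least 40%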;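 also: mutant grown at 25 °C; 0% = DMSO wells with yeast and 100% = wells holding no yeast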
NALP3 yeast inh = NALP3 inflammasome inhibitors in reconstituted yeast, primary screen, luminescence, uHTS; 0.39% of 330,000 active; Yeast reconstituted NLRP3/ASC/caspase-1, beta-gal luminescence, 24 h; AID 2825, 2010; inhibition, % at 10 µM;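 active = inhibition of 50% or more; inactive = inhibition below 50%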;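 also: plate controls were induced DMSO wells for no effect and uninduced yeast grown without galactose for full effect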
Active calls of the source: *; & = joins results of further samples. An excerpt, so the mix of outcomes need not match the whole.

SMILES	mIAP inh	TIM10 inh	hIAP activ	hIAP block	Apaf1 inhib	mIAP activ	ATG4B inh	tim10-1 inh	NALP3 yeast inh
CCCNC(=O)N1[C@H]2CC[C@@H]1C(C(=O)OC)=C(c1cccc(OC)c1OC)C2	20	-2	0.97	2	-3	0.8	9	-17	3
COc1cccc(CN2CC=C(c3ccc(F)cc3)CC2)c1	0	2	1.1	-11	-9	1	-2	-1	2
COc1ccc(N2C(=O)/C(=C/c3cccs3)C(=O)NC2=S)cc1	5	16	1.1	-6	-10	0.95	-10	13	19
C=CCn1c(=O)c(C=Nc2cccc([N+](=O)[O-])c2)c(O)n(CCCC)c1=O	5	-3	0.99	1	8	0.95	0	31	17
CCc1c(C)nc(N)nc1N1N=C1SC	15	8	0.82	18	-4	0.85	-12	12	10
Cn1c(O)c(C=NCCCCCCCCCCC(=O)O)c(=O)n(C)c1=O	-6	6	1.1	-6	-18	1.1	-1	7	10
CC(=O)Nc1ccc2c(c1)CC1(C(=O)N(C)C(=O)N(C)C1=O)C1CCCN21 (stereo not drawn)	0	12	1.2	-16	5	1	-13	7	1
CCC(CO)(C(=O)OC1CC2CCC(C1)N2C)c1ccccc1 (stereo not drawn)	-3	-1	1.1	-8	8	1	2	5	14
COc1ccc2[nH]c3c(c2c1)CCN=C3C	4	-2	0.92	8	30	0.96	3	-20	13
Clc1ccc(C2NCCc3[nH]cnc32)cc1 (stereo not drawn)	-3	-4	0.94	6	-7	1	5	1	-4
C[C@]12CCC(OC(=O)CCC(=O)O)CC1=CCC1C2CC[C@]2(C)C(=O)CCC12 (stereo partly drawn)	2	-7	0.99	1	2	0.98	4	14	59*
O=C(c1ccc(Cl)cc1)C1CCCN(Cc2ccc3ncccc3c2)C1 (stereo not drawn)	12	-21	1.1	-14	-3	0.88	-10	-42	35
Cc1ccc(OCCSC2=NN2c2cc(C)nc(N)n2)cc1	18	1	0.92	8	0	0.82	-3	7	-4
CO[C@H]1CC=C2CCN3CCC4=C(CC(=O)OC4)[C@]23C1	-17	11	1	-2	-8	1.2	-1	5	21
COC(=O)CC1(CC(=O)OC)C(=O)NC(=O)NC1=O	-4	15	1.2	-15	2	1	5	8	14
Cc1cc(C(=O)OCC(=O)Nc2c(F)cccc2F)c(C)n1C1CC1	7	9	0.87	13	-3	0.93	-10	2	16
CC12CCC3C(CC=C4CC5(CCC43C)OCCO5)C1CCC2=O (stereo not drawn)	3	-14	1.1	-7	-6	0.97	-2	-10	62*
Fc1ccc(CNCCc2ccccc2F)cc1	2	2	0.96	4	-5	0.98	36	12	3
O=C(c1cn(Cc2ccccc2)c2ccccc12)C1CC1	3	-5	1.2	-18	8	0.97	-1	0	-8
C[C@]12C[C@@H](O)[C@H](O)CC1=CCC1C2CC[C@@]2(C)C1CC[C@@H]2O (stereo partly drawn)	-13	-20	1.1	-10	-2	1.1	-2	-9	58*
CC(c1ccccc1)(c1ccccc1)c1ccncc1	-6	20	0.98	2	-12	1.1	5	19	-83
CC1=C(C(=O)Nc2ccccc2)SCCO1	-13	9	1	0	5	1.1	-8	-8	9
C=CCn1c(O)c(C=NCCN2CCNCC2)c(=O)[nH]c1=O	-9	3	1	-2	4	1.1	-7	20	17
O=c1[nH]c(=S)n(-c2ccccc2F)c(O)c1C=Nc1ccc(N2CCOCC2)cc1	3	-5	0.76	24	2	0.97	-6	20	6
COc1cccc(C2=NOC(C(=O)N3CCC4(CC3)OCCO4)C2)c1 (stereo not drawn)	-1	-3	1	-5	-15	1	4	8	6
Cc1cc(NC(=O)COC(=O)c2c(C)nn(Cc3ccccc3)c2Cl)no1	1	-4	0.93	7	8	0.99	-5	2	19
CCCCn1c(NS(=O)(=O)c2ccc(C)cc2)c(C(=O)OCC)c2nc3ccccc3nc21	-5	23	1.1	-5	90*	1.1	17	17	13
CCCCOCCCN1C(C)=CC(=C2C(=O)NC(=S)NC2=O)C=C1C	-8	4	1.1	-15	-19	1.1	-10	7	-4
CC(C)CCOP(N)(=O)Oc1ccccc1Cl (stereo not drawn)	5	-11	1.1	-6	0	0.95	2	-11	36
CC(C)CN1CCN(Cc2c(F)cccc2Cl)CC1CCO (stereo not drawn)	-3	-18	0.94	6	-15	1	11	5	-7
CC12CC[C@H]3[C@@H](CCC4(O)C[C@H](O)CCC34/C=N/NC(=O)c3ccccc3[N+](=O)[O-])C1(O)CCC2C1=CC(=O)OC1 (stereo partly drawn)	-6	-4	1	-3	4	1.1	-3	11	-9
CCCC1(CCC)C(=O)NC(=Nc2ccccc2)NC1=O	8	-9	0.8	20	7	0.92	-4	17	15
Cn1c(O)c(C(=NCCN2CCCCC2)c2ccccc2Cl)c(=O)n(C)c1=O	3	-16	1.1	-6	-1	0.97	-6	15	-11
CCOc1ccc(/C=C2/C(=O)NC(=O)N(CCc3ccc(F)cc3)C2=O)cc1	4	8	1.1	-11	-13	0.96	2	10	-2
COc1cc2[nH]c(=O)n(-c3cccc(Cl)c3)c(=O)c2cc1OC	-6	1	1.1	-10	-39	1.1	-17	6	9
CC(=O)N1CN2CN(C(C)=O)CC(C(=O)c3ccc([N+](=O)[O-])cc3)(C2)C1	12	2	1	-5	-2	0.88	-4	2	12
O=C(c1cc(-c2ccncc2)nc2ccccc12)N1CCC2(CC1)OCCO2	8	5	0.95	5	-13	0.92	-3	19	-26
N#Cc1ccc(OCC(=O)N2CCN(Cc3ccc4c(c3)OCO4)CC2)cc1	7	-14	0.97	3	-2	0.93	-2	13	4
O=C(Nc1ccccc1)c1c(O)c2c(n(Cc3ccco3)c1=O)CCCC2	8	-9	1	-4	-13	0.92	4	2	1
C[C@]12CCC(=O)C=C1CC[C@@H]1C2CC[C@]2(C)C(=O)CCC12 (stereo partly drawn)	-4	1	1	-1	0	1	0	12	47
O=C1NC(=O)[C@]2(Cc3ccccc3N3CCN(c4ccccc4)CC32)C(=O)N1Cc1ccccc1 (stereo partly drawn)	-1	29	0.94	6	30	1	19	26	4
Cn1c(O)c(C=Nc2ccccc2Sc2ccccc2)c(=O)n(C)c1=O	10	-11	1	-4	2	0.9	10	-3	-13
O=C(/C=C/c1c[nH]c2ccccc12)c1c(O)n(CCc2ccccc2)c(=O)[nH]c1=O	5	-8	0.89	11	-1	0.95	7	-10	-1
O=C(NCc1cccnc1)Nc1ccccc1Cl	2	7	0.91	10	-10	0.97	3	1	4
CCOc1ccc(CC2(CCc3ccncc3)C(=O)NC(=O)NC2=O)cc1	5	2	1	-1	-1	0.95	-2	0	9
Cc1cccc(CN2CCCN(Cc3ccc(Cl)cc3)S2(=O)=O)c1	-4	-7	1	-1	10	1	5	20	10
Cc1ccc(CN2CCN(Cc3ccccc3)CC2)cc1	2	5	0.93	7	-11	0.97	1	3	20
Cc1nc2ccccc2c(=O)n1-c1cccc(O)c1	-10	-13	0.9	10	-4	1.1	-3	7	-6
CCNC(=S)NCCC1=c2ccccc2=N/C1=C\c1c(O)n(C)c(=O)n(C)c1=O	0	6	1.2	-18	24	1	-6	20	-3
CCOP(=O)(OCC)C(NC(=O)CN1C(=O)c2ccccc2S1(=O)=O)C(Cl)(Cl)Cl (stereo not drawn)	-5	-7	1	-3	-23	1	8	1	9
C=CCN1CC[C@]23c4c5ccc(O)c4O[C@H]2C(=O)CC[C@@]3(O)[C@H]1C5	-3	3	1.1	-7	-2	1.1	-3&-2	-12	10
COC(=O)[C@]1(C)C[C@H]1[C@H](NP(=O)(c1ccccc1)c1ccccc1)c1ccccc1	-1	13	0.99	1	2	1	-13	0	11
Cc1cnn(C2CCN(C)CC2)c1N	4	-25	1	0	-3	0.95	0	9	-2
CCN(CC)c1ccc(/C=C/[N+](=O)[O-])cc1	29	4	0.72	28	2	0.71	6	-7	11
CC(C)c1ccccc1OCC(=O)N1CCCN(C)CC1	-3	-5	0.86	14	12	1	-5	2	6
O=C(NC(Cc1cnc[nH]1)C(=O)O)c1ccccc1 (stereo not drawn)	14	7	1.2	-18	-13	0.86	7	7	13
c1ccc(CCN2CCC(N3CCN(c4ccccc4)CC3)CC2)cc1	-6	-35	0.94	6	-3	1.1	0	-23	18
COc1cc(/C=C/C(=O)c2c(O)n(CCc3ccccc3)c(=O)[nH]c2=O)ccc1O	20	20	1	-1	5	0.8	-1	32	-1
CCCC1C(C#N)=C(N)Oc2c1c(=O)oc1ccccc21 (stereo not drawn)	0	-6	1.1	-6	0	1	4	-10	11
CC(C)CCn1c(=O)c(C(=O)NCc2ccco2)c(O)c2ccccc21	12	11	1.1	-6	-5	0.88	1	-10	2

2 entries from above, with values under each structure:
Values in the order – mIAP inh	TIM10 inh	hIAP activ	hIAP block	Apaf1 inhib	mIAP activ	ATG4B inh	tim10-1 inh	NALP3 yeast inh
CCOc1ccc(CC2(CCc3ccncc3)C(=O)NC(=O)NC2=O)cc1
→ 5	2	1	-1	-1	0.95	-2	0	9
c1ccc(CCN2CCC(N3CCN(c4ccccc4)CC3)CC2)cc1
→ -6	-35	0.94	6	-3	1.1	0	-23	18

(further entries)
SMILES	mIAP inh	TIM10 inh	hIAP activ	hIAP block	Apaf1 inhib	mIAP activ	ATG4B inh	tim10-1 inh	NALP3 yeast inh
Cc1cccc(C)c1OC(=O)Cc1ccccc1	-2	12	1.1	-10	-1	1	-6	11	0
CCN(CC)P(=O)(Oc1cccc(C)c1)N(CC)CC	-8	26	0.95	5	0	1.1	3	32	-7
CNC(=O)O/N=C(\C)Cc1nnn(-c2cc(C)on2)n1	-8	10	0.96	4	-2	1.1	6	9	-4
COC1=CC2[C@@H]3Cc4ccc(OC)c(O)c4[C@]2(CCN3C)CC1=O (stereo partly drawn)	-2	6	1.3	-30	5	1	9	21	8
O=C1NC(=O)C(=Cc2ccc(-c3ccc(S(=O)(=O)N4CCOCC4)cc3)o2)C(=O)N1	25	-1	0.91	9	6	0.75	6	16	18

Molecules from the list above that have an aryl methoxy group, in the order listed:
SMILES	mIAP inh	TIM10 inh	hIAP activ	hIAP block	Apaf1 inhib	mIAP activ	ATG4B inh	tim10-1 inh	NALP3 yeast inh
CCCNC(=O)N1[C@H]2CC[C@@H]1C(C(=O)OC)=C(c1cccc(OC)c1OC)C2	20	-2	0.97	2	-3	0.8	9	-17	3
COc1cccc(CN2CC=C(c3ccc(F)cc3)CC2)c1	0	2	1.1	-11	-9	1	-2	-1	2
COc1ccc(N2C(=O)/C(=C/c3cccs3)C(=O)NC2=S)cc1	5	16	1.1	-6	-10	0.95	-10	13	19
COc1ccc2[nH]c3c(c2c1)CCN=C3C	4	-2	0.92	8	30	0.96	3	-20	13
COc1cccc(C2=NOC(C(=O)N3CCC4(CC3)OCCO4)C2)c1 (stereo not drawn)	-1	-3	1	-5	-15	1	4	8	6
COc1cc2[nH]c(=O)n(-c3cccc(Cl)c3)c(=O)c2cc1OC	-6	1	1.1	-10	-39	1.1	-17	6	9
COc1cc(/C=C/C(=O)c2c(O)n(CCc3ccccc3)c(=O)[nH]c2=O)ccc1O	20	20	1	-1	5	0.8	-1	32	-1
COC1=CC2[C@@H]3Cc4ccc(OC)c(O)c4[C@]2(CCN3C)CC1=O (stereo partly drawn)	-2	6	1.3	-30	5	1	9	21	8
